Bioassay records: PubChem, several laboratories
Efflux pump mplx = inhibitors of Candida antifungal efflux pumps expressed in yeast; S. cerevisiae Candida pump triplex, Nile Red efflux; inhibition, % at 10 µM; 0.44% of 330,000 active; AID 485275;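 active = plate passing quality check with inhibition over a set limit, or well fluorescence over plate mean plus 4 SD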;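 also: Nile Red retained in pooled yeast measured as flow cytometry median fluorescence; 0% = buffer negative control and 100% = Enniatin B positive control; higher means more Nile Red kept so more efflux inhibition; some compounds called inactive have numbers as strong as hits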
BCLXL inh = Bcl-xL (human) inhibition; Q07817; 0.7% of 320,000 active; GST-Bcl-xL / FITC-Bim BH3 peptide fluorescence polarization; inhibition, % at 10.9 µM;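 active = inhibition above the mean of all tested compounds plus 3 SD, cutoff set per campaign, cut at about 30% in these data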;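 also: 0% = DMSO wells and 100% = unlabeled Bim-BH3 peptide competitor; inhibitors lower millipolarization by displacing the labeled peptide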
Target sequence (Q07817 whole entry, looked up): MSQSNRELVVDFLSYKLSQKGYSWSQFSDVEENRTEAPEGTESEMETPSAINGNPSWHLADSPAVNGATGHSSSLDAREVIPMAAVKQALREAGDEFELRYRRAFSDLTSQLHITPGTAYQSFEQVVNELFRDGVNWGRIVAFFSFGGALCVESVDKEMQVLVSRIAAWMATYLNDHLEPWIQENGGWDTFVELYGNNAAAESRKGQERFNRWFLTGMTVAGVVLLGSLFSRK
MCL1-BIM inh = disrupts human MCL1 binding to BIM-BH3 peptide; 0.68% of 320,000 active; Q07820; GST-MCL1 / FITC-Bim-BH3 fluorescence polarization; inhibition, % at 10.9 µM; AID 2057;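 active = inhibition above the mean inhibition of all tested compounds plus 3 SD, set per campaign, cut at about 40% in these data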;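 also: 0% = DMSO wells and 100% = unlabeled Bim-BH3 peptide control; higher means more loss of mP so more displacement of Bim peptide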
Target sequence (Q07820 whole entry, looked up): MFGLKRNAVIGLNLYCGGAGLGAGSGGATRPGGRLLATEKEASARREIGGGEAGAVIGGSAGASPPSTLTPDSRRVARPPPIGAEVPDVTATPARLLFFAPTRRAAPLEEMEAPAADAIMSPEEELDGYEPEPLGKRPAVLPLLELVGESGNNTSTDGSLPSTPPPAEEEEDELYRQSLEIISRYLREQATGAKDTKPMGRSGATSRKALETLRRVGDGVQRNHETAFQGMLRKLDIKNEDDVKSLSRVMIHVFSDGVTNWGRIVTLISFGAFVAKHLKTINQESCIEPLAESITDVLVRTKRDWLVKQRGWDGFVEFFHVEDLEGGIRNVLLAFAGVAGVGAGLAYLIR
Fam108B inh = Fam108B inhibition, counter-screen for RBBP9 inhibitors; recombinant Fam108B, FP-Rh probe fluorescence polarization; inhibition, % at 9.51 µM; 0.33% of 300,000 active;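 active = inhibition above the screen mean inhibition plus 3 SD, computed separately per campaign, cut at about 18% in these data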;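 also: inhibitors lower polarization as less probe binds the enzyme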
CR mimetic SO = lowers age-related superoxide in aged yeast cells | AID 2690 | 0.18% of 330,000 active | S. cerevisiae aged cells, superoxide DHE fluorescence; stronger effect = lower value | superoxide response (% of plate mean), % at 10 µM;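 active = superoxide response under a set limit, about three screen SD below normal, cut at about 65% in these data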;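 also: yeast aged for seven days with compound at 30 °C before DHE staining; 100% = average MFI of all compound-treated wells on the plate with controls excluded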
EBNA-1 inhibitor = blocks EBNA-1 binding to DNA; 0.34% of 300,000 active; inhibition, % at 14.8 µM; EBNA-1 DNA binding, fluorescence polarization; in the data active = inhibition above about 28%
MEX-5 binding = C. elegans MEX-5 TCR-2 RNA binding activity. Q9XUB2. MEX-5/FITC-TCR2 RNA binding, fluorescence polarization; stronger effect = lower value. activity score (negative = inhibition of binding), % at 10 µM. 0.38% of 300,000 active. AID 1832;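 active = inhibition past about -25% in most replicates, and total fluorescence under double the plate's negative control median, limit read from the data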;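 also: 0% = DMSO and -100% = 5 µM competing unlabeled TCR2 RNA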
GLD-1 TGE inh = GLD-1-TGE RNA interaction inhibition (C. elegans). Q17339. purified GLD-1 + fluorescein TGE RNA, fluorescence polarization. inhibition, % at 5.96 µM. 0.44% of 320,000 active;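 active = percent inhibition above a per-plate cutoff, the plate mean of test compounds plus 3 SD, cut at about 30% in these data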;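 also: 0% = DMSO wells with GLD-1 and probe and 100% = wells lacking GLD-1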
ZTA DNA inh = ZTA (EBV) inhibition in EBNA-1 counter-screen | inhibition, % at 11 µM | P03206 | AID 2234 | 0.15% of 320,000 active | ZTA-DNA binding, fluorescence polarization; in the data active = inhibition above about 33%
Target sequence (P03206 whole entry, looked up): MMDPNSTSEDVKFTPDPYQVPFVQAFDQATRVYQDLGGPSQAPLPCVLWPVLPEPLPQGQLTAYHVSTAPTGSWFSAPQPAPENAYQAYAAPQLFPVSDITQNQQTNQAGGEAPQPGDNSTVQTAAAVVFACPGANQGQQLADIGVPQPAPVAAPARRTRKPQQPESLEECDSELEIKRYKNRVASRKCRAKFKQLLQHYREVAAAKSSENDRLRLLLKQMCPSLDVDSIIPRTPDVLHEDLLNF
* hit, by the source's call; i = inactive; . = no result given.

The line under a structure holds: Efflux pump mplx	BCLXL inh	MCL1-BIM inh	Fam108B inh	CR mimetic SO	EBNA-1 inhibitor	MEX-5 binding	GLD-1 TGE inh	ZTA DNA inh
- COc1ccc(-c2coc3c(C)c4oc(=O)c(CCC(=O)O)c(C)c4cc23)cc1
  0.1	17	7	-10	105	5	-5.4	-6	14
- CCOC(=O)N1CCN(C(=S)NC(=O)c2ccnn2C)CC1
  0.1	0	-2	3	92	-1	-0.3	-3	11
- O=C(NN1CCOCC1)c1cccc(F)c1
  0.0	1	2	0	i	9	3.0	-6	10
- CCCCCN(C(=O)CCCSc1nncs1)c1c(N)n(CCCC)c(=O)[nH]c1=O
  0.0	3	-2	-11	88	-9	0.1	4	-9
- COc1ccc(C(=O)/C=C/N(C)C)cc1
  -0.1	7	4	-2	96	13	-1.8	-5	4
- CC(C)Cc1nnc(NC(=O)CCC(=O)N2CCN(Cc3ccccc3)CC2)s1
  0.2	-2	4	3	98	-3	0.1	1	8
- CCC(C)(C)NC(=O)C(c1cccc(OC)c1OC)N(CCC(C)C)C(=O)CCC(=O)Nc1cc(C)on1 (configuration not stated)
  0.0	0	-2	1	94	6	-0.1	-3	-38
- COc1ccc(C2C(C(C)=O)=C(C)Nc3ncnn32)cc1 (configuration not stated)
  0.0	7	2	-1	100	9	1.8	3	1
- CCCCCC(=O)Nc1cccc(C2=NOC3(C2)C[C@H](C(N)=O)N(C(=O)CC)C3)c1 (some centres not stated)
  -0.2	7	5	0	102	-9	1.5	4	3
- Cc1ccc2nc(SCC(=O)N3CCOCC3)[nH]c2c1
  0.2	-4	0	-1	109	-3	0.8	4	20
- COc1cc2ccccc2cc1C(=O)N(CCN(C)C)c1nc2c(F)cc(F)cc2s1
  0.1	3	9	-3	86	2	-0.2	8	12
- COc1ccc(C(NC(=O)c2ccc(=O)[nH]c2)C(=O)Nc2ccc(C(C)C)cc2)cc1 (configuration not stated)
  -0.1	5	3	-4	95	3	2.2	5	5
- CCOc1ccc(Br)cc1S(=O)(=O)N1CCC(C(N)=O)CC1
  -0.1	1	-1	1	101	9	-2.3	-8	-1
- COc1ccc(NC(=O)c2cc(S(=O)(=O)N3CCCC3)ccc2OC)cc1
  0.5	-4	-8	-6	94	-18	-1.0	-6	-9
- COc1ccc(-c2cn(CCc3c[nH]c4ccccc34)nn2)cc1
  -0.2	0	-8	-3	102	15	2.9	0	-7
- Nc1c(C(=O)Nc2ccc3c(c2)OCCO3)nnn1Cc1ccccc1
  0.0	0	0	1	102	1	-0.2	-2	7
- CCc1cc(/C(Cc2cscn2)=N\O)c(O)cc1O
  -0.1	0	3	3	105	0	-1.3	14	-7
- COc1ccc(-c2nsc(SCC(=O)Nc3cc(C)on3)n2)cc1
  0.0	8	5	-3	92	3	2.2	12	-8
- C[C@H](CO)NC(=O)[C@H](C)[C@@H]1C[C@@]1(C)[C@@H](NC(=O)OCc1ccccc1)c1ccccc1
  -0.1	7	9	3	100	-7	0.4	-4	-17
- COc1ccc(S(=O)(=O)N2CCN(C)CC2)c(C)c1
  0.0	3	4	-2	100	-4	-0.3	2	4

Entries of single compounds, looked up by structure:
COc1ccc(C(=O)/C=C/N(C)C)cc1 is listed with Efflux pump mplx: -0.1; BCLXL inh: 7; MCL1-BIM inh: 4; Fam108B inh: -2; CR mimetic SO: 96; EBNA-1 inhibitor: 13; MEX-5 binding: -1.8; GLD-1 TGE inh: -5; ZTA DNA inh: 4
COc1cc2ccccc2cc1C(=O)N(CCN(C)C)c1nc2c(F)cc(F)cc2s1 is listed with Efflux pump mplx: 0.1; BCLXL inh: 3; MCL1-BIM inh: 9; Fam108B inh: -3; CR mimetic SO: 86; EBNA-1 inhibitor: 2; MEX-5 binding: -0.2; GLD-1 TGE inh: 8; ZTA DNA inh: 12
CCCCCC(=O)Nc1cccc(C2=NOC3(C2)C[C@H](C(N)=O)N(C(=O)CC)C3)c1 (some centres not stated) is listed with Efflux pump mplx: -0.2; BCLXL inh: 7; MCL1-BIM inh: 5; Fam108B inh: 0; CR mimetic SO: 102; EBNA-1 inhibitor: -9; MEX-5 binding: 1.5; GLD-1 TGE inh: 4; ZTA DNA inh: 3

Next section
The line under a structure holds: Efflux pump mplx	BCLXL inh	MCL1-BIM inh	Fam108B inh	CR mimetic SO	EBNA-1 inhibitor	MEX-5 binding	GLD-1 TGE inh	ZTA DNA inh
- COc1ccc2ccccc2c1CN1CCCC(CO)C1 (configuration not stated)
  0.0	5	4	0	i	10	-0.1	8	2
- CCOc1ccccc1-c1noc(CCC(=O)NC2CCCCC2)n1
  -0.2	1	2	2	96	0	1.0	-7	5
- CC(NC(=O)c1ccc(CS(C)(=O)=O)cc1)c1cccc2ccccc12 (configuration not stated)
  -0.1	-4	-14	-2	110	-2	1.0	7	-6
- O=C(NNc1nc2ccccc2s1)Nc1ccc(F)cc1
  0.3	-1	-2	-1	107	-5	1.1	-2	-4
- NC(=O)C1CCN(C2=C(Cl)C(=O)c3ccccc3C2=O)CC1
  0.1	13	9	51*	116	12	-0.8	10	17
- COc1ccc(-c2cc(=O)oc3cc(OC(=O)C4CCCCC4)ccc23)cc1
  -0.2	6	7	-5	103	0	0.8	3	11
- CCN(c1cccc(C)c1)S(=O)(=O)c1ccc(-c2coc(C)n2)cc1
  -0.1	0	0	-2	106	-7	0.0	2	4
- Fc1c(F)c(C(F)(F)F)c(F)c(F)c1N/N=C\c1cccs1
  0.2	7	4	10	88	-3	0.1	0	-11
- COc1ccccc1N1CC(C(=O)Nc2nnc(SCc3ccccn3)s2)CC1=O (configuration not stated)
  0.1	5	-2	-1	96	11	2.4	-7	6
- Nc1nc(CN2CCN(C(c3ccccc3)c3ccccc3)CC2)nc(Nc2ccccc2)n1
  0.0	-3	-1	0	107	-15	2.3	4	-1
- CN(CC(=O)NCc1ccncc1)S(=O)(=O)c1ccccc1
  0.0	5	0	6	100	-1	-2.1	1	2
- CCN(CC)S(=O)(=O)c1ccc(N/N=C(\C)c2ccc3c(c2)OCO3)c([N+](=O)[O-])c1
  0.2	3	-7	3	111	-4	1.8	-4	-15
- COCCNC(=O)c1cccc(Nc2nc(-c3ccccc3)c3cc(Cl)ccc3n2)c1
  0.0	0	0	-18	107	2	-3.0	-5	-8
- CCCn1c(SCC(=O)N2CCN(C(=O)c3ccco3)CC2)nc2ccccc2c1=O
  -0.1	4	-8	1	92	9	1.9	-2	-3
- CCN(CC)CCOC(=O)c1cccc(Cl)c1
  0.1	2	0	-3	93	-3	0.8	0	0
- O=C(COC(=O)c1ccc(Br)c(S(=O)(=O)N2CCOCC2)c1)NCC1CCCO1 (configuration not stated)
  0.0	10	11	3	105	11	0.1	10	-2
- COC(=O)/C(=C\c1cc(OC)c(OC)c(OC)c1)c1nc2ccccc2[nH]1
  0.0	9	10	1	98	-1	-1.7	6	-6
- COc1ccc(N2CCN(S(=O)(=O)c3cc4c(cc3C)NC(=O)CO4)CC2)cc1
  0.1	0	-7	0	82	33*	-0.9	-3	15
- Cc1csc2c(N3CCN(S(=O)(=O)c4ccc(Cl)cc4)CC3)ncnc12
  0.1	2	0	1	81	6	2.2	-1	16
- Cc1ccccc1C(=O)NCc1nnc(SCC(=O)N2CCN(c3ccccc3)CC2)n1C
  0.1	5	-2	0	96	-2	-2.8	-3	3

Next part (4 carried over from the part before).
The line under a structure holds: Efflux pump mplx	BCLXL inh	MCL1-BIM inh	Fam108B inh	CR mimetic SO	EBNA-1 inhibitor	MEX-5 binding	GLD-1 TGE inh	ZTA DNA inh
- COC(=O)/C(=C\c1cc(OC)c(OC)c(OC)c1)c1nc2ccccc2[nH]1
  0.0	9	10	1	98	-1	-1.7	6	-6
- COc1ccc(N2CCN(S(=O)(=O)c3cc4c(cc3C)NC(=O)CO4)CC2)cc1
  0.1	0	-7	0	82	33*	-0.9	-3	15
- Cc1csc2c(N3CCN(S(=O)(=O)c4ccc(Cl)cc4)CC3)ncnc12
  0.1	2	0	1	81	6	2.2	-1	16
- Cc1ccccc1C(=O)NCc1nnc(SCC(=O)N2CCN(c3ccccc3)CC2)n1C
  0.1	5	-2	0	96	-2	-2.8	-3	3
- Cc1ccc(S(=O)(=O)N2CCCC2C(=O)NCCc2ccccc2)cc1 (configuration not stated)
  0.2	3	-1	6	119	0	0.7	-3	-1
- Cc1cc(NC(=O)CCN2C(=O)/C(=C\c3ccccc3)SC2=S)no1
  0.0	2	3	-5	92	1	0.4	-2	-1
- Brc1c(CSc2nncn2-c2ccccc2)nc2ncccn12
  -0.1	1	-1	1	96	9	-1.7	5	-11
- Nn1c(COc2cccc(Br)c2)nnc1SCC(=O)NCC1CCCO1 (configuration not stated)
  -0.1	-11	-7	.	100	.	.	-1	-2
- C/C(CCN1CCc2nc(-c3ccccc3)c(-c3ccccc3)cc2C1)=N\O[C@H](C)c1cn([C@H](CO)Cc2ccccc2)nn1
  -0.1	2	9	-2	108	0	0.9	-2	10
- CC(C)(C)NS(=O)(=O)c1ccc(CCC(=O)N2CCCCC2)cc1
  0.1	1	6	5	102	-1	-0.5	1	-2
- CCc1c(O)nc(SCC(=O)Nc2ccc(C)cc2)n(C2CCCCC2)c1=O
  0.0	-7	-11	-4	97	5	0.8	-19	5
- CC(C)OCCCNC(=O)Cn1ccc2cc(S(=O)(=O)N3CCCCC3)ccc21
  0.0	-1	-2	3	111	2	1.0	-3	8
- COc1ccccc1C(C)NC(=O)CCOc1cccc(C)c1 (configuration not stated)
  0.0	10	11	1	98	-1	-1.1	3	2
- O=C(O)/C=C/c1ccc2c(-c3ccccc3)onc2c1
  -0.3	4	8	-2	97	1	-6.5	0	18
- Cc1cc(Cl)ccc1NC(=S)N1CCN(C(=O)c2ccco2)CC1
  -6.8	10	9	3	96	-3	-6.1	3	6
- Cc1cccc(NC(=O)c2onc3c2CCCC3)n1
  -0.2	7	1	2	98	-3	-1.0	3	-2
- CC(C)CNS(=O)(=O)c1ccc(CCC(=O)N2CCC(C(N)=O)CC2)cc1
  0.2	0	11	2	111	-14	1.2	-4	-3
- Cc1cccc(NCC(O)Cn2cnc3c2c(=O)n(C)c(=O)n3C)c1 (configuration not stated)
  -0.1	4	-1	-1	85	-2	-0.6	5	6
